Assay outcomes: PubChem, National Center for Advancing Translational Sciences (NCATS)
A549 viability: kills or reduces viability of A549 cells in Nrf2 counter-screen; A549 ARE-Fluc cells, CellTiter-Fluor viability, 18-24 h; Potency, µM (series often up to 46 µM), without a hit: at the highest dose activity change, negative = cytotoxicity, usual class: inhibitors; 390,000 tested, 0.16% active; AID 504648; further: potency means the concentration at half of the fitted maximal effect; on the % scale 0 is the no-effect control and ±100 the full control effect
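A549 ARE_Fluc cells in 5% FBS OPTI-MEM were exposed to compounds in concentration-response for 18-24 h at 37 deg C. Viability was read by CellTiter-Fluor fluorescence (Ex 405/Em 525) after 30 min, before the luciferase read.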
TGFb inhibitor: inhibitors of TGF-b signaling | HepG2 CAGA-GFP TGF-b/SMAD3 reporter, GFP fluorescence, 18 h; TGF-beta stimulated, 500 pg/mL final | Potency, µM (series often up to 46.1 µM), inactives show top-dose activity, negative = inhibition, most hits filed as inhibitors | 410,000 tested, 1.2% active | AID 588855; further: potency means the concentration at half of the fitted maximal effect; on the % scale 0 is the no-effect control and ±100 the full control effect; nearly all actives have a fitted effect of over 65% in size
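Inhibition was scored as loss of TGF-beta-induced (500 pg/mL final, 18 hours, 37 degrees C) GFP in HEPG2 cells carrying a CAGA-GFP reporter, in DMEM with 1% FBS. Well GFP was summed per cell; Activity was normalised to unstimulated and stimulated DMSO wells, then concentration-response fitting.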
ATXN2 expr inh: inhibitors of ATXN2 expression. HEK-293 ATXN2-luciferase reporter, luminescence, 24 h. Potency, µM (titrated, usually from 57 µM), for the others: top-dose activity change, negative = inhibition, actives largely listed as inhibitors. 360,000 tested, 0.72% active. AID 1745845; further: potency means the concentration at half of the fitted maximal effect; on the % scale 0 is the no-effect control and ±100 the full control effect; nearly all actives have a fitted effect of over 55% in size
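qHTS (up to 57 uM final) was run with 24 h compound exposure of reporter cells at 37 °C. Each well was multiplexed: SteadyGlo luminescence measured ATXN2-luciferase expression after a fluorogenic Gly-Phe-AFC viability readout (25 uM final).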
IL-1B inflam inh: inflammasome signaling inhibition, IL-1 beta readout. AID 743279. 360,000 tested, 4.7% active. activity change, % at 57.5 µM. THP-1 LPS/ATP IL-1B secretion, AlphaLISA, 16 h; stronger effect = lower value; in the data active means activity change below about -50%; inconclusive means mostly about -30% to -49%; further: on the % scale 0 is the no-effect control and ±100 the full control effect
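THP-1 cells pretreated 1 hr with compounds (up to 57.5 uM final), then stimulated with LPS (250 ng/mL final) plus ATP (1.25 mM final); secreted IL-1B measured by AlphaLISA after 16 hr, decreased signal indicating inhibition.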
Nrf2 block: inhibitors of Nrf2 signaling; A549 ARE-Fluc reporter, luciferase luminescence, 18-24 h; Potency, µM (top dose mostly 46 µM), for inactives: at the top dose activity change, negative = inhibition, actives largely listed as inhibitors; 360,000 tested, 2.1% active; AID 504444; further: potency means the concentration at half of the fitted maximal effect; on the % scale 0 is the no-effect control and ±100 the full control effect; nearly all actives have a fitted effect of over 60% in size
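Two sequential reads on A549 ARE_Fluc cells exposed to compound for 18-24 h: a CellTiter-Fluor fluorescence read for viability, then a luciferase luminescence read for Nrf2/ARE activity.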
MCF10A rereplic: induces DNA re-replication in MCF 10a normal breast cells | MCF 10A DNA re-replication, Hoechst nuclear intensity, 48 h | Potency, µM (series often up to 46.1 µM), without a hit: at the highest dose activity, positive = re-replication, hits mostly activators | 350,000 tested, 2.9% active | AID 624296; further: potency means the concentration at half of the fitted maximal effect; % of control where 0% means no effect; nearly all actives have a fitted effect of over 50% in size
ATXN viability: viability counter-screen for ATXN expression inhibitors | S2 cells (HEK-293 line with an ATXN2-luciferase reporter) viability, CellTiter-Fluor protease fluorescence, 24 h | Potency, µM (top dose mostly 56.7 µM), usual class: cytotoxic | 400,000 tested, 0.49% active | AID 651635; further: potency means the concentration at half of the fitted maximal effect; nearly all actives have a fitted effect of over 40% in size
Nrf2 activator: Nrf2 pathway activation; AREc32 ARE-luciferase reporter (MCF7-derived line), luminescence, 24 h; Potency, µM (titrated, usually from 46.1 µM), for the others: at the top dose activation, hits mostly activators; 410,000 tested, 0.31% active; AID 624171; further: potency means the concentration at half of the fitted maximal effect; % of control where 0% means no effect; nearly all actives have a fitted effect of over 65% in size
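Nrf2 activation is followed as ARE-luciferase induction in the AREc32 line after one day of compound treatment; luminescence is read with Steady-Glo.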
HepG2 viability: HepG2 cytotoxicity, counter-screen for TGF-b inhibitors | HepG2 CAGA-GFP viability, ATP luminescence, 18 h | Potency, µM (series often up to 46.1 µM), for inactives: top-dose activity change, negative = cytotoxicity, hits mostly cytotoxic | 410,000 tested, 0.76% active | AID 588856; further: potency means the concentration at half of the fitted maximal effect; some results filed as inactive show a strong effect at the top dose
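CellTiter-Glo luminescence gave cytotoxicity after 18 hours at 37 degrees C. The cells were HepG2 CAGA-GFP in 1% FBS DMEM, stimulated with 500 pg/mL TGF-beta after compound addition. %Activity was normalised to no-cell wells (complete cell-killing) and DMSO (no toxicity), and curves were fitted and classified.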
Active calls of the source: *; i = inactive; ? = inconclusive; . = no result given; [ ] = dose if it differs, or a comment. Unless noted, the call rests on the fitted dose curve; in most records, active means well fitted curve in the direction sought with a large enough effect; inconclusive means small, poorly fitted or top-dose-only effect, or another doubt; inactive means no such curve, though single readings can be large; an effect the other way counts as inactive or inconclusive.

Every second line gives: A549 viability	TGFb inhibitor	ATXN2 expr inh	IL-1B inflam inh	Nrf2 block	MCF10A rereplic	ATXN viability	Nrf2 activator	HepG2 viability
(1) Cn1c(CCCNC(=O)c2ccccc2)nc2ccccc21
  0%	-23%	2%	17	-7%	-1%	i	-0.8%	-22%
(2) O=c1oc2ccccc2c(Nc2ccc(Cl)cc2)c1[N+](=O)[O-]
  -4%	?	-37%	-24	16µM*	?	i	14%	-25%
(3) Cc1ccc(COC(=O)c2ccc3c(c2)C(=O)N(CCCN2CCOCC2)C3=O)cc1
  7%	1%	-3%	-7	15%	-8%[9.22 µM]	i	-0.8%	2%
(4) COc1cc2[nH]c(=S)nc(NCCCOC(C)C)c2cc1OC
  1%	7%	?	36	5%	0%	i	-0.4%	1%
(5) O=C(CCc1ccccc1)N1CCc2c([nH]c3ccccc23)C1c1ccc(F)cc1 (stereo not given)
  -20%	?	.	.	.	.	.	0.7%	-20%
(6) O=C1CSC(c2c(F)cccc2Cl)N1c1cccc(F)c1 (stereo not given)
  -18%	-6%	.	-18	-17%	0%	.	0.2%	-18%
(7) COc1ccc(/C=C/C(=O)Oc2ccc(C=O)cc2OC)cc1
  1%	5%	-14%	0	2%	-1%	i	9.1%	-1%
(8) CC(C)Sc1nc2sc(-c3ccccc3)cc2c(=O)n1N
  2%	-14%	0%	24	13%	2%	i	-0.2%	6%
(9) CCn1c(SC(C)C(=O)Nc2nnc(C)s2)nnc1-c1ccco1 (stereo not given)
  -1%	28%	6%	5	-14%	1%	.	-0.8%	9%
(10) c1cn2cc(-c3ccc(CN4CCOCC4)cc3)ccc2n1
  .	-11%	19%	17	.	.	i	0.1%	0%
(11) COc1cccc(-c2csc(N3CCN(S(=O)(=O)c4ccc(F)cc4)CC3)n2)c1
  1%[1.84 µM]	-12%	-10%	-15	-15%	?	i	2.3%	6%
(12) CCSC(=S)Nc1c(C)n(C)n(-c2ccccc2)c1=O
  0%	8%	-1%	-20	0%	15%	i	5.2%	-22%
(13) CCN(CC(=O)Nc1c(F)cccc1F)C(=O)c1ccc2c(=O)n3c(nc2c1)CCC3
  -4%	-17%	19%	-3	20%	0%	i	0.2%	-5%
(14) CCOC(=O)CN1C(=O)COc2ccc(Cl)cc21
  9%	-8%	-2%	-1	9%	-3%	i	-0.7%	-15%
(15) CCOc1cc(/C=N\O)cc(Cl)c1OCC
  -2%	5%	-1%	-7	?	0%	i	0.4%	-44%
(16) COc1ccccc1NC(=O)CC(c1cc(OC)c(OC)c(OC)c1)N1Cc2ccccc2C1=O (stereo not given)
  -1%	5%	-6%	.	11%	.	i	0.0%	-19%
(17) NC(=O)c1cc(S(=O)(=O)Nc2cccc(Cl)c2)cs1
  1%	1%	-31%	29	?	?	?	0.0%	1%
(18) Cc1nc(C)c(C(=O)OCC(=O)Nc2cccc(C)c2C)s1
  -2%	3%	13%	32	7%	-3%	i	1.5%	7%
(19) CCCc1cc(=O)[nH]c2nnc(SCC(=O)Nc3cc(C)on3)n12
  1%	0%	-8%	-16	2%	20%	i	-0.7%	-1%
(20) CCOC(=O)NC(=O)/C(C#N)=N\Nc1cccc(Cl)c1
  -18%	-18%	3%	3	?	?	i	1.7%	-30%
(21) O=C(CCC1CCCN(C(=O)c2ccoc2)C1)NCc1ccccc1F (stereo not given)
  -2%	-6%	8%	32	4%	-1%	i	-0.3%	-5%
(22) Cn1c(SC2CCCCC2=O)nnc1-c1ccccc1F (stereo not given)
  -5%	5%	2%	12	25%	1%[9.22 µM]	i	0.5%	-47%
(23) CN(CC(=O)Nc1ccc(F)c(F)c1F)C(=O)C1CSC2(C)CCC(=O)N12 (stereo not given)
  -1%	-16%	-8%	0	0%	?	i	-1.5%	-13%
(24) CC1CN(C)CCC1OC(=O)c1ccccc1 (stereo not given)
  17%	7%	2%	-12	9%	12%	i	0.3%	-16%
(25) COCCN1C(=O)N[C@@H](c2cccs2)C(C(C)=O)=C1C
  -6%	6%	3%	0	6%	-5%	i	0.3%	-6%
(26) COc1ccc(NC(=O)c2sc3nc(Cc4ccccc4)cc(C(F)(F)F)c3c2N)cc1OC
  8%	-16%	0%	6	-14%	0%	i	-0.5%	-2%
(27) O=C(Nc1cccc(Cl)c1)N(Cc1nc2ccccc2c(=O)[nH]1)Cc1cccs1
  -22%	-31%	-20%	?	?	4%	?	4.2%	-29%
(28) Cc1cnn(C(=O)c2oc3ccccc3c2C)c1
  10%	-2%	13%	30	17%	25%	i	1.4%	2%
(29) CC(=O)Oc1ccccc1Cn1c(C)c(C(=O)NCc2ccc(Cl)c(Cl)c2)sc1=O
  .	?	?	?	.	.	i	3.0%	-1%
(30) O=C(NCc1ccc2c(c1)OCO2)C1CCCN(S(=O)(=O)c2cccs2)C1 (stereo not given)
  0%	-21%	-5%	-2	-5%	-6%	i	0.4%	-5%
(31) COc1ccc(OCC(=O)Nc2nnc(C)s2)cc1
  -6%	16%	7%	0	4%	0%	i	-0.5%	9%
(32) COc1ccc(C(=O)Nc2ccc(C(=O)NCC3CCCO3)cc2)c(OC)c1OC (stereo not given)
  1%	-9%	-11%	17	-18%	?	?	-0.6%	-3%
(33) Cc1cc(Nc2ccc(O)cc2)n2c(nc3ccccc32)c1C#N
  -8%	14%	-14%	-1	6%	-24%	?	0.3%	-14%
(34) Cc1ccccc1-n1ccnc1SCC(=O)NCC1CCCO1 (stereo not given)
  3%	2%	1%	-14	-15%	-7%	i	-0.2%	4%
(35) CC1=C(C(N)=O)C(c2cccc(Br)c2)n2nc(SCc3ccccc3)nc2N1 (stereo not given)
  0%	?	1%	.	-5%[9.27 µM]	.	?	0.0%	-1%
(36) CSc1ccc(C2=CC(=O)C[C@H](c3ccc(Cl)cc3)C2)cc1
  6%	-29%	11%	2	4%	27%	i	7.1%	-17%
(37) OCCOCCn1c(C2CCCN2c2nc(-c3ccc(F)cc3)cs2)nc2cc(C(F)(F)F)ccc21 (stereo not given)
  -14%	?	?	-12	-23%	-3%	?	1.1%	-19%
(38) Cc1ccc(S(=O)(=O)N2CCC(C(=O)NNC(=O)c3ccccc3O)CC2)cc1
  -4%	-15%	?	33	-3%	?	i	-0.8%	-40%
(39) COC(=O)COc1ccc(S(=O)(=O)NCc2ccncc2)cc1
  -6%	?	2%	77	?	?	i	0.3%	6%
(40) COc1ccc(-n2nc(C(=O)O)c3ccccc3c2=O)c(OC)c1
  -7%	13%	0%	18	3%	12%	i	0.0%	10%
(41) CNC(=O)CSc1cn(CC(=O)N(C(C)C)C(C)C)c2ccccc12
  8%	-1%	-8%	4	2%	-1%	i	0.2%	-23%
(42) CC(C)n1cc(NC(=O)C2CC(c3cccc(Br)c3)=NO2)cn1 (stereo not given)
  11%	-10%	1%	13	10%	18%	i	0.9%	3%
(43) C=CCn1cc(C(=O)NCCCN(CC)CC)c(=O)c2cc(S(=O)(=O)N3CCC(C)CC3)ccc21
  13%	9%	-13%	-12	-3%	?	i	-0.3%	12%
(44) Fc1ccc(-c2nnc(CSc3nnc4ccccn34)o2)cc1
  -6%	?	33%	-20	25%	-101%[inhibitor]	i	16%	4%
(45) O=C(Nc1ccc(O)c2c(=O)cc(-c3ccccc3Cl)oc12)c1cc(Cl)cc(Cl)c1
  0%	-2%	.	.	-22%	.	.	.	3%
(46) O=C(Nc1nnc(-c2ccc(Br)cc2)o1)C1=COCCO1
  -1%	?	11%	-2	5%	11%	i	2.5%	-23%
(47) COc1ccc(Nc2c3c(nc4ccc(C)cc24)CCC3)cc1
  -3%	?	?	-13	-11%	-4%	?	-0.4%	-39%
(48) COc1cc(NC(=O)CCN2C(=O)NC3(CCCC3)C2=O)c(OC)cc1Cl
  -2%	28%	.	13	3%	-2%	?	-1.0%	16%
(49) c1ccc(-c2nn3c(-c4ccccc4)nnc3s2)cc1
  5%	-3%	3%	-14	3%	-2%	?	-0.5%	-14%
(50) COc1ccc(C2CC(C)(c3ccc(OC)cc3)Nc3ccccc3N2)cc1 (stereo not given)
  -21%	?	3%	-11	4%	?	?	-0.3%	-20%
(51) CN(C)/C=C(/C(=O)c1ccccc1Cl)S(C)(=O)=O
  2%	-1%	-22%[11.3 µM]	-5	-3%	?	i	-0.8%	9%
(52) CC(C)c1ccc(SCc2noc(C(=O)NCC3CCCO3)c2C(=O)O)cc1 (stereo not given)
  11%	?	5%	30	4%	-1%	i	0.2%	-35%
(53) Cc1ccc(C(=O)OCC(=O)NCc2ccco2)cc1
  -3%	0%	4%	6	-1%	-7%	i	0.2%	1%
(54) O=C(CCCSc1nc2ccccc2[nH]1)Nc1ccccc1
  -12%	3%	-19%	-50*	?	1%	i	-0.2%	-59%
(55) Cc1ccc(-c2csc(NC(=O)Cc3cccs3)n2)cc1C
  -4%	-21%	-2%	-21	-8%	1%	?	2.4%	-20%

A draw from above in order of heavy-atom count, ascending:
Every second line gives: A549 viability	TGFb inhibitor	ATXN2 expr inh	IL-1B inflam inh	Nrf2 block	MCF10A rereplic	ATXN viability	Nrf2 activator	HepG2 viability
(12) CCSC(=S)Nc1c(C)n(C)n(-c2ccccc2)c1=O
  0%	8%	-1%	-20	0%	15%	i	5.2%	-22%
(6) O=C1CSC(c2c(F)cccc2Cl)N1c1cccc(F)c1 (stereo not given)
  -18%	-6%	.	-18	-17%	0%	.	0.2%	-18%
(30) O=C(NCc1ccc2c(c1)OCO2)C1CCCN(S(=O)(=O)c2cccs2)C1 (stereo not given)
  0%	-21%	-5%	-2	-5%	-6%	i	0.4%	-5%

Along the list, quoted from above.
Nrf2 activator for nos. 4–7: -0.4%, 0.7%, 0.2%, 9.1%
